KAT2A inh: GCN5L2 (KAT2A) acetyltransferase inhibition; Q92830; GCN5L2 HAT assay, ThioGlo1 CoA-SH fluorescence; Potency, µM (titrated, usually from 58.9 µM), inactives show at the top dose activity change, negative = inhibition, usual class: inhibitors; actives 0.21% (n = 390,000)
Target sequence (Q92830 whole entry, looked up): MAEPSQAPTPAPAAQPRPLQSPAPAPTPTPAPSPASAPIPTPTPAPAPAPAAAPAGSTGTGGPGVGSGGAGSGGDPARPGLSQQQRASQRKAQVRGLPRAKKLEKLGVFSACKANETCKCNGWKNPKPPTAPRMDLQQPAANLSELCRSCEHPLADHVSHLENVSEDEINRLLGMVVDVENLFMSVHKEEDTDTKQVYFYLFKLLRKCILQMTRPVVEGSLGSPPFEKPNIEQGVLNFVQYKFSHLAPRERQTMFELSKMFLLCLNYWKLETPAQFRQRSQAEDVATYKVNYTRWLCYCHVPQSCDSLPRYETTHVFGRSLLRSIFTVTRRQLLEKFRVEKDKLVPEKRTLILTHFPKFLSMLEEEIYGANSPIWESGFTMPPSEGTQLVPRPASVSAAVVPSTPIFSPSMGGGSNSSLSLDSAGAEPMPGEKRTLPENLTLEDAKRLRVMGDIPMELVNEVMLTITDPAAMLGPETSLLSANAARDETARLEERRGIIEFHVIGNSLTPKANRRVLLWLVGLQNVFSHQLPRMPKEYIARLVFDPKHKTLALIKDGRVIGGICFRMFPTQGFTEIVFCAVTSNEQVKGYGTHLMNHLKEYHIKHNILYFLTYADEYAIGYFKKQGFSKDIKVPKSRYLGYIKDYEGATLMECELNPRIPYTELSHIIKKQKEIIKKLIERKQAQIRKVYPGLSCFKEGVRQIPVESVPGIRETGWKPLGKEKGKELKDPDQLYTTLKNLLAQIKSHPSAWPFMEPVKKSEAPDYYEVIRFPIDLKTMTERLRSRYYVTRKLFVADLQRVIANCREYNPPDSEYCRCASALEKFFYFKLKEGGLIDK
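Enzyme at 20nM final was mixed with library compounds for 15 min at room temperature. Peptide H3(1-25) at 75uM, acetyl-CoA at 70uM and ThioGlo1 at 50uM were then added. Plates were read immediately and after 20 min (Ex340nm/Em540nm).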
N370S GC: inhibitors or activators of N370S glucocerebrosidase for Gaucher disease; Potency, µM (series often up to 59.4 µM), without a hit: top-dose activity change, negative = inhibition, usual class: inhibitors; N370S GC spleen homogenate, 4MU-glucoside fluorescence; AID 2101; actives 0.092% (n = 330,000);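 also: 0% = full enzyme activity and -100% = no enzyme basal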
FEN1 inhibitor: blocks human flap endonuclease 1; P39748; actives 0.35% (n = 390,000); Recombinant FEN1 flap cleavage, fluorescence, 15 min; Potency, µM (top dose mostly 114 µM), without a hit: at the top dose activity change, negative = inhibition, most hits filed as inhibitors; also: nearly all actives have a fitted effect of over 65% in size
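Read-out was taken twice, immediately and after 15 min, following addition of 50 nM substrate to 10 nM FEN1 that had sat with test compound for 15 min at room temperature. Curves came from a four-parameter Hill model.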
An asterisk follows results filed as active; & = joins results of further samples; [ ] = remark or other dose. Calls follow the shape of the dose curve; as a rule, active = well fitted curve in the direction sought with a large enough effect; inconclusive = small, poorly fitted or top-dose-only effect, or another doubt; inactive = no such curve, though single readings can be large; an effect the other way counts as inactive or inconclusive. Unless noted, % is scaled to controls: 0 for no effect and ±100 for the full control effect; potency is read from the fitted curve at half-maximal effect.

For Cc1ccc(NC(=O)C2CCN(S(=O)(=O)c3ccc4c(c3)NC(=O)C(C)S4)CC2)c(Cl)c1 (centres undefined) the results were KAT2A inh -10%, N370S GC -1% and FEN1 inhibitor 4%.
Cc1onc(-c2c(F)cccc2Cl)c1C(=O)Nc1nccs1 was read as KAT2A inh -1%, N370S GC 3% and FEN1 inhibitor -15%.
COc1ccc2c(c1)C1CC(C)(NC(=O)C1C(=O)c1ccccc1)O2 (centres undefined) was read as KAT2A inh -3%, N370S GC 10% and FEN1 inhibitor 13%.
CC1(C)Cc2cccc(Oc3ccc(S(=O)(=O)N4CCCCC4)cn3)c2O1 was read as KAT2A inh -17%, N370S GC 3% and FEN1 inhibitor -3%.
For Cc1cc(C)cc(NC(=O)c2cc(S(=O)(=O)N3CCCC3)ccc2F)c1 the results were KAT2A inh -1% and FEN1 inhibitor -14%.
Screening O=C(OCCN1CCOCC1)c1ccc(OCCN2CCOCC2)cc1 returned KAT2A inh 1%, N370S GC 3% and FEN1 inhibitor -5%.
For COc1ccc(-n2cc(C(=O)N(CCN(C)C)Cc3ccccc3)c3ccccc3c2=O)cc1 the results were KAT2A inh -7% and FEN1 inhibitor -1%.
`Cc1ccc(-c2cc(C(=O)N/N=C\c3cnn(C)c3C)c3ccccc3n2)cc1C` gave KAT2A inh -8%, N370S GC 23% and FEN1 inhibitor -18%.
For COc1cc(C2CC(=O)c3c([nH]c(C(=O)OCc4ccc(C)cc4)c3C)C2)cc(OC)c1OC (centres undefined) the results were KAT2A inh -13% and FEN1 inhibitor -14%.
Screening Cc1cccc(-c2noc(C3CCCCC3)n2)c1 returned N370S GC -1% and FEN1 inhibitor -5%.
`COc1ccc(-n2nc3c(c2NC(=O)COc2cccc(OC)c2)CS(=O)(=O)C3)cc1` gave KAT2A inh -21%, N370S GC -2% and FEN1 inhibitor 1%.
For COc1ccc(C(=O)/C(C#N)=N/Nc2ccccc2[N+](=O)[O-])cc1 the results were KAT2A inh 3%, N370S GC 16% and FEN1 inhibitor 2%.
CC1CCCN(CCCNC(=O)c2cc3c(s2)-c2ccccc2OC3)C1 (centres undefined) was read as KAT2A inh -24%, N370S GC inconclusive and FEN1 inhibitor 8%.
COc1ccc(C)cc1NC(=O)CCN1CCN(c2ccccc2)CC1 was read as KAT2A inh -28%, N370S GC -17% and FEN1 inhibitor 0%.
`Cc1csc2nc(CNC(=O)C3CCCCC3)cn12` gave KAT2A inh -15%, N370S GC 7% and FEN1 inhibitor -8%.
c1csc(C2CCCN2c2nc3nonc3nc2NC2CC2)n1 (centres undefined) was read as KAT2A inh -1%, N370S GC inconclusive and FEN1 inhibitor 3%.
`COc1ccc(OC)c(NC(=O)c2ccc(N3C(=O)C4CC=C(C)CC4C3=O)cc2)c1` (centres undefined) gave KAT2A inh 3%, N370S GC -5% and FEN1 inhibitor 10%.
CCn1c(-c2nn(-c3ccccc3)ccc2=O)n[nH]c1=S was read as KAT2A inh -8%, N370S GC -3% and FEN1 inhibitor -1%.
For COc1cc(NS(=O)(=O)c2cc(C(=O)N3CCN(C(C)=O)CC3)ccc2OC)cc(OC)c1 the results were KAT2A inh 5%, N370S GC -2% and FEN1 inhibitor -4%.
Screening CC(=O)O[C@H]1[C@H](O)[C@H](Oc2c(O)c(C)c3c4c2[C@@H](C)CC[C@@H]4[C@@H](C)C[C@H]3C=C(C)C)O[C@@H](C)[C@H]1O returned KAT2A inh -18% and FEN1 inhibitor -20%.

Part of the list above in order of number of heavy atoms, falling.
Screening CC(=O)O[C@H]1[C@H](O)[C@H](Oc2c(O)c(C)c3c4c2[C@@H](C)CC[C@@H]4[C@@H](C)C[C@H]3C=C(C)C)O[C@@H](C)[C@H]1O returned KAT2A inh -18% and FEN1 inhibitor -20%.
COc1ccc(C)cc1NC(=O)CCN1CCN(c2ccccc2)CC1 was read as KAT2A inh -28%, N370S GC -17% and FEN1 inhibitor 0%.
c1csc(C2CCCN2c2nc3nonc3nc2NC2CC2)n1 (centres undefined) was read as KAT2A inh -1%, N370S GC inconclusive and FEN1 inhibitor 3%.
CCn1c(-c2nn(-c3ccccc3)ccc2=O)n[nH]c1=S was read as KAT2A inh -8%, N370S GC -3% and FEN1 inhibitor -1%.

Following part
`C=CCC[C@@H](Cc1ccc(F)cc1)C(=O)OC[C@@H](Cc1c[nH]c2ccccc12)NC(=O)[C@H](CC=C)CC(=O)N[C@H](CO)Cc1ccccc1` gave KAT2A inh -3% and FEN1 inhibitor -9%.
`Cc1cccc(-c2nnc(N)s2)c1` gave KAT2A inh -2%, N370S GC 7%[2.35 µM] and FEN1 inhibitor 0%.
COc1ccccc1NC(=O)c1ccc(S(=O)(=O)N(C)C)cc1 was read as KAT2A inh -1%, N370S GC 10% and FEN1 inhibitor 15%.
For CCN(CC)c1ccc(NC(=O)COc2ccc(-n3cnnn3)cc2)cc1 the results were KAT2A inh -7% and FEN1 inhibitor -15%.
Screening FC(F)(F)c1cc(CN2CCC3(CCNCC3)CC2)cc(C(F)(F)F)c1 returned KAT2A inh 1% and N370S GC -9%.
CC(=O)NCCN=C(C)c1sc2ccccc2c1O was read as KAT2A inh -6%, N370S GC -11% and FEN1 inhibitor -2%.
CCC(C)(C)NC(=O)CN(C(=O)CCC(=O)Nc1nccs1)c1ccc2c(c1)OCO2 was read as KAT2A inh -6%, N370S GC 0% and FEN1 inhibitor 6%.
`CC1CCCC(C)N1C(=O)Cn1nnc(-c2ccccc2)n1` (centres undefined) gave KAT2A inh 1%, N370S GC -3% and FEN1 inhibitor inconclusive.
Screening Cc1ccccc1Cc1c(C)nc2nc(SCC(=O)N(C)c3ccccc3)nn2c1C returned KAT2A inh -27% and FEN1 inhibitor 12%.
CC(=O)N1c2ccccc2C(C)=CC1(C)C was read as KAT2A inh -1%, N370S GC 10% and FEN1 inhibitor -15%.
`CC1CCC2(CC1)NC(=O)N(NC(=O)c1cccs1)C2=O` (centres undefined) gave KAT2A inh 1% and FEN1 inhibitor -17%.
CCn1c(SCc2ccc(C#N)cc2)nnc1-c1cccc(Cl)c1 was read as KAT2A inh 1%, N370S GC 23% and FEN1 inhibitor -16%.
`COC(=O)CSc1nnc(CNc2ccc(Cl)cc2)n1-c1ccccc1` gave KAT2A inh -15%, N370S GC 2% and FEN1 inhibitor -8%.
Screening Nc1nc(NCCOCCO)nc(Nc2cccc(F)c2)c1[N+](=O)[O-] returned KAT2A inh -2%, N370S GC -23% and FEN1 inhibitor -6%.
For CCCn1c(CN2CCN(c3cccc(Cl)c3)CC2)nc2c1c(=O)n(C)c(=O)n2C the results were KAT2A inh -11%, N370S GC -18% and FEN1 inhibitor 0%.
CCc1cc2c(=O)c(-c3cnn(-c4ccccc4)c3)c(C)oc2cc1OCC(=O)Nc1cccc(C)c1 was read as KAT2A inh -2%, N370S GC 4% and FEN1 inhibitor -2%.
Screening COc1ccccc1Nc1nc(N2CCOCC2)nc(N2CCOCC2)n1 returned KAT2A inh 0%, N370S GC -2% and FEN1 inhibitor 0%&2%.
COc1ccc(Cl)cc1C(=O)Nc1nc2ccc(S(C)(=O)=O)cc2s1 was read as KAT2A inh -6% and N370S GC -3%.
CCCNC(=O)c1ccccc1NC(=O)c1ccccc1N(C)S(=O)(=O)c1ccccc1 was read as KAT2A inh 0%, N370S GC -3% and FEN1 inhibitor -3%.
For O=C(CSc1nc2ccccc2c(=O)[nH]1)N1CCN(c2ccccc2)CC1 the results were KAT2A inh -4%, N370S GC 2% and FEN1 inhibitor 3%.

As a short view, three of the compounds above.
`CC1CCC2(CC1)NC(=O)N(NC(=O)c1cccs1)C2=O` (centres undefined) gave KAT2A inh 1% and FEN1 inhibitor -17%.
CCn1c(SCc2ccc(C#N)cc2)nnc1-c1cccc(Cl)c1 was read as KAT2A inh 1%, N370S GC 23% and FEN1 inhibitor -16%.
`COC(=O)CSc1nnc(CNc2ccc(Cl)cc2)n1-c1ccccc1` gave KAT2A inh -15%, N370S GC 2% and FEN1 inhibitor -8%.

Continued.
For CCOC(=O)c1c(C)nc(SCC(N)=O)c(C#N)c1-c1ccccc1 the results were KAT2A inh -6%, N370S GC -9% and FEN1 inhibitor -8%.
For COc1ccccc1/C=C/C(=O)OCC(=O)NC1CC1 the results were KAT2A inh -4%, N370S GC -3% and FEN1 inhibitor 4%.
O=C(Cn1ccccc1=O)c1ccc(Cl)cc1 was read as KAT2A inh -6%, N370S GC -1% and FEN1 inhibitor -5%.
For O=C(c1ccco1)N1CCN(Cc2cn[nH]c2-c2cccc3ccccc23)CC1 the results were KAT2A inh 2%, N370S GC 1% and FEN1 inhibitor -5%.
`c1coc(CNc2nc3nonc3nc2NCc2ccco2)c1` gave KAT2A inh -16%, N370S GC -2% and FEN1 inhibitor -2%&7%.
For O=C(NC1CCCCC1)c1n[nH]c2c1CC(c1ccccc1)CC2 (centres undefined) the results were KAT2A inh -1%, N370S GC -8% and FEN1 inhibitor -10%.
For CCN1CCN(CC(=O)Nc2nc3ccc(C)cc3s2)CC1 the results were KAT2A inh -4%, N370S GC -5% and FEN1 inhibitor 24%.
C/C(CCc1ccccc1)=N\NC(=O)CC(=O)NCCc1ccccc1 was read as KAT2A inh -5%, N370S GC -2% and FEN1 inhibitor -3%.
`Cc1cc2c(sc3c(C)ccc(C)c32)c(C)n1` gave KAT2A inh -1%, N370S GC 4% and FEN1 inhibitor -15%.
For O=C(NCc1cn(-c2ccccc2)nc1-c1ccccc1)c1cccc([N+](=O)[O-])c1 the results were KAT2A inh -10%, N370S GC 2% and FEN1 inhibitor 9%.
`O=[N+]([O-])c1cc(S(=O)(=O)NCCN2CCOCC2)ccc1Sc1nnnn1-c1ccccc1` gave KAT2A inh -1%, N370S GC inconclusive and FEN1 inhibitor -13%.
For COc1ccc(Cn2c(SCc3ccc(C(=O)NCCc4ccccc4)cc3)nc3cccnc32)cc1 the results were KAT2A inh -6% and FEN1 inhibitor -8%.
O=C(NCCCNCc1ccccc1)c1ccccn1 was read as KAT2A inh -5%, N370S GC -2% and FEN1 inhibitor -2%&9%.
Screening O=C(COc1ccc2ccccc2c1Br)NC(=S)Nc1cccc(CO)c1 returned KAT2A inh -2%, N370S GC -11% and FEN1 inhibitor -8%.
CC1CCN(CCCCOc2ccc([N+](=O)[O-])cc2)CC1 was read as KAT2A inh -1%, N370S GC -1% and FEN1 inhibitor 1%.
Screening O=[N+]([O-])c1ccc(N2CCN(c3cccc(Cl)c3)CC2)cn1 returned KAT2A inh -4%, N370S GC 0% and FEN1 inhibitor 0%.
Screening S=C(NCCc1ccccc1)NCCN1CCOCC1 returned KAT2A inh -1%, N370S GC -2% and FEN1 inhibitor 7%.
`O=C(CSc1ccc2nnc(-c3cccs3)n2n1)N1CCCC1` gave KAT2A inh inconclusive, N370S GC 11% and FEN1 inhibitor 8%.
For Cc1cc(/C=C(\C#N)C(=O)O)c(C)n1CC1CCCO1 (centres undefined) the results were KAT2A inh -16%, N370S GC -11% and FEN1 inhibitor inconclusive.
COc1cc(OC)cc(C(=O)NNC(=O)c2ccc3ccccc3n2)c1 was read as KAT2A inh -14%, N370S GC -21% and FEN1 inhibitor 4%.
`O=C(NC(C(=O)c1ccccc1)n1ccc(=O)[nH]c1=O)c1ccccc1` (centres undefined) gave KAT2A inh -7%, N370S GC 5% and FEN1 inhibitor 6%.
For CO/N=C/c1ccc(N2CCN(C(=O)c3ccc(Cl)cc3Cl)CC2)c([N+](=O)[O-])c1 the results were KAT2A inh -7%, N370S GC -11% and FEN1 inhibitor -17%.
For CCN1CCCc2cc(CN(CCN3CCOCC3)C(=S)Nc3ccc(OC)c(Cl)c3)ccc21 the results were KAT2A inh -6%, N370S GC -8% and FEN1 inhibitor -3%.
For Cc1ccc(N2CC(C(=O)Nc3ccc4c(c3)OCO4)CC2=O)cc1C (centres undefined) the results were KAT2A inh -2%, N370S GC -3% and FEN1 inhibitor -7%.
Screening CCNC(=S)NNC(=O)Nc1ccccc1 returned KAT2A inh 4%, N370S GC 12% and FEN1 inhibitor 10%.
Cc1c(Cl)cccc1NC(=S)NCCc1ccc(S(N)(=O)=O)cc1 was read as KAT2A inh -3%, N370S GC -2% and FEN1 inhibitor 1%.
O=C(CCSc1ccc(Cl)cc1)NC1CCCC1 was read as KAT2A inh -3%, N370S GC 3% and FEN1 inhibitor 0%.
`CC(=O)NN1C(=O)c2ccccc2NC1c1ccccc1F` (centres undefined) gave KAT2A inh -21%, N370S GC 26% and FEN1 inhibitor -15%.
For Cc1ccc(NC2CCCN(C(=O)c3cccs3)C2)cc1C (centres undefined) the results were KAT2A inh -6%, N370S GC -1% and FEN1 inhibitor 3%.

Assay outcomes deposited in PubChem BioAssay by National Center for Advancing Translational Sciences (NCATS).
